UHRF1 MBD2 ctr: UHRF1 methylated DNA binding inhibitors, primary screen, counter-screen for MBD2 inhibitor project, biochemical, TR-FRET, human UHRF1, single concentration; E3 ubiquitin-protein ligase UHRF1 (Homo sapiens), Q96T88; UHRF1 binding to methylated oligo; inhibition, % at 4.4 µM; hit rate 0.75% among 370,000; in the data active = inhibition above about 21%;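 note: UHRF1 SRA domain binding a hemimethylated CpG hairpin DNA probe; 0% = median of test compound wells and 100% = reference inhibitor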
LEDGF integ inh: blockers of LEDGF/p75-dependent integrase strand transfer – biochemical, TR-FRET, high throughput, primary screen; HIV-1 integrase (with human LEDGF/p75); AID 743269, 2014; inhibition, % at 3.7 µM; TR-FRET IN-LEDGF/p75 DNA integration, Eu/Cy5; hit rate 0.64% among 370,000;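 active = inhibition above the screen-wide mean plus 3 SD, cut at about 13% in these data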;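 note: signal is the Cy5 over europium emission ratio at 671 and 618 nm; 0% = plate median of compound wells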
mABHD4 FP: ABHD4 inhibitors, primary screen, biochemical, fluorescence polarization, mouse; purified mABHD4, FP-Rh probe fluorescence polarization; AID 720543, 2013; inhibition, % at 8.92 µM; (Lyso)-N-acylphosphatidylethanolamine lipase (Mus musculus), Q8VD66; hit rate 0.54% among 370,000;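 active = inhibition exceeding the mean over every tested compound plus 3 SD, cut at about 30% in these data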;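 note: 0% = plate median of compound wells and 100% = S159A mutant with DMSO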
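Test system: mABHD4 protein; Read-out basis: % inhibition; Incubation: 45 min + 60 min at 25 °C; Repeats: single replicate; Technique: fluorescence polarization with parallel and perpendicular emission, 525/598 nm; Compound: 8.92 µM, single dose; Benchmarks: full inhibition S159A mutant plus DMSO, zero as sample-well median.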
SIAE inh: human SIAE inhibitors, primary screen, biochemical, fluorescence polarization, FP-Rh probe, 1536-well HTS | SIAE FP-Rh probe binding | hit rate 0.69% among 370,000 | Sialate O-acetylesterase (Homo sapiens), Q9HAT2 | inhibition, % at 9.66 µM;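 active = inhibition above a cutoff: mean of compounds within the control limits plus 3 SD of those, cut at about 17% in these data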;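 note: 0% = plate median of compound wells and 100% = probe without SIAE protein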
Target sequence (Q9HAT2 whole entry, looked up): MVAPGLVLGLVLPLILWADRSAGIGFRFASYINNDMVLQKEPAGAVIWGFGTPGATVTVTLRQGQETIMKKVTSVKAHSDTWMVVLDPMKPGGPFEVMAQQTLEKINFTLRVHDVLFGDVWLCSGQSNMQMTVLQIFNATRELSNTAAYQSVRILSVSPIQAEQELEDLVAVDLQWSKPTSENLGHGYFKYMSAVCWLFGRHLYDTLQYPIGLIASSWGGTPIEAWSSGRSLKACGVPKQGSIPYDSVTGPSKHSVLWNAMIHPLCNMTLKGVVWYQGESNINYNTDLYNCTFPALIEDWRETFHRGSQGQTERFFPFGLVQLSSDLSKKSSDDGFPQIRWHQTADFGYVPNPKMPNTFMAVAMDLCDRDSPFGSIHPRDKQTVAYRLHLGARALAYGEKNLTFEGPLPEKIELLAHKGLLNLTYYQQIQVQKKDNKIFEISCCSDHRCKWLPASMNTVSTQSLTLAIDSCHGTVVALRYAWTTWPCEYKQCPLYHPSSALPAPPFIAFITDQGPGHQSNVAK
HTRA1 inh: HTRA1 serine protease inhibitors, primary screen, biochemical, fluorescence polarization, HTS. Q92743. recombinant HTRA1, FP-rhodamine activity-based probe. inhibition, % at 5.96 µM. hit rate 0.5% among 340,000; in the data active = inhibition above about 36%;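 note: 0% = enzyme with DMSO and 100% = wells lacking enzyme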
TDP2 absorb: human TDP2 enzyme inhibitors, primary screen, biochemical, epi absorbance, recombinant enzyme | T5PNP hydrolysis, p-nitrophenol absorbance 415 nm | Tyrosyl-DNA phosphodiesterase 2 (Homo sapiens), O95551 | inhibition, % at 12.8 µM | hit rate 0.34% among 370,000;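 active = inhibition above the mean of all tested compounds plus 3 SD, set per campaign, cut at about 25% in these data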;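 note: 0% = DMSO with enzyme and 100% = buffer with substrate but no TDP2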
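System – recombinant human TDP2 · Amount – 120 nM TDP2 per well · Buffer or medium – Mg2+-containing Tris-HCl buffer, pH 7.5 · Reagent – T5PNP substrate, 5 mM · Dosing – 12.8 µM single point, 1% DMSO · Incubation – 2 h at 37 °C · Measured by – epi absorbance · Read-out basis – percent inhibition · Benchmarks – high control without enzyme, low control DMSO plus TDP2 · Repeats – singlicate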
Tn7 DDE FP: inhibitors of Tn7 peptide binding to fibrin DD(E), primary screen, biochemical, fluorescence polarization, human fibrin, Tn7 probe | Fibrinogen beta chain (Homo sapiens), P02675 | FP displacement of FITC-Tn7 peptide from fibrin DD(E); 0% = median of compound wells per plate | inhibition, % at 8.3 µM | hit rate 0.13% among 370,000;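 active = inhibition above the mean of compounds falling within the control limits plus 3 SD of them, cut at about 14% in these data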;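 note: 0% = plate median of compound wells and 100% = 10 µM Aha-Tn7 peptide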
Target sequence (P02675 whole entry, looked up): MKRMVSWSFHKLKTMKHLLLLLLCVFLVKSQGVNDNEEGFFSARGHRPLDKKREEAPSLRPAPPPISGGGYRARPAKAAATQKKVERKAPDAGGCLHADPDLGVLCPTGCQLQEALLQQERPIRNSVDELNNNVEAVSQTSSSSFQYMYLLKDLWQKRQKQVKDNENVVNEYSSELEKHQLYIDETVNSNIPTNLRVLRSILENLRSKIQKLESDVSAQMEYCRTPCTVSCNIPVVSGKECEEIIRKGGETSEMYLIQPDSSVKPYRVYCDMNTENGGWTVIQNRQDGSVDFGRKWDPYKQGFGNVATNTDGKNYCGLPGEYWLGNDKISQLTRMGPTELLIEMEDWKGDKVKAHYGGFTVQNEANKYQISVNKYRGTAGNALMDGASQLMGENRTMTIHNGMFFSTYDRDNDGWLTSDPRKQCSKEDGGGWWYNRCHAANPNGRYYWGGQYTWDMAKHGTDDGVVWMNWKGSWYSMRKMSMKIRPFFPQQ
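System: human fibrin DD(E); quantity: Fibrin-DD(E) at 2 µM final; also added: fluorescent Tn7 probe at 0.1 µM; compound dosing: single nominal test concentration of 8.3 µM per compound; schedule: 10 min preincubation, 3 h with tracer, room temperature; detection: fluorescence polarization of the labelled Tn7 tracer; repeats: one replicate per compound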
PG9 binder: binders of HIV-1 gp120 antibody PG9, primary screen, biochemical, TR-FRET | inhibition, % at 6.7 µM | hit rate 0.43% among 360,000 | HIV-1 gp120 / PG9 antibody interaction | TR-FRET gp120-PG9 antibody binding; in the data active = inhibition above about 8.5%
TCR CD3 inh: inhibitors of human TCR-CD3 interaction, primary screen, biochemical, fluorescence, TAMRA-labeled TCR probe | T-cell receptor (TCR) | inhibition, % at 9.4 µM | hit rate 0.37% among 360,000 | AID 651800, 2012; in the data active = inhibition above about 19%;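 note: recombinant mutant TCR 2C K166C tagged with TAMRA read by polarization; 0% = receptor in buffer alone and 100% = receptor with positive control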
PRMT1 inh: PRMT1 methyltransferase inhibitors, primary screen, biochemical, fluorescence polarization. Protein arginine N-methyltransferase 1 (Homo sapiens), Q99873. inhibition, % at 2.79 µM. recombinant PRMT1, activity-based probe fluorescence polarization. hit rate 1.3% among 370,000;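 active = inhibition above about 21% made by adding two undisclosed values, limit read from the data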
* marks the source's active call; other numbers are inactive results; nt = no result given.

molecule,UHRF1 MBD2 ctr,LEDGF integ inh,mABHD4 FP,SIAE inh,HTRA1 inh,TDP2 absorb,Tn7 DDE FP,PG9 binder,TCR CD3 inh,PRMT1 inh
COC(=O)c1cc(Br)c(=O)n(-c2ccccc2F)c1,1.8,0.8,-5.7,-5.9,-0.5,4.7,-3.3,4.2,-2.9,-1.8
COc1ccc(C(=O)Nc2ccc(Cl)cc2C(=O)NCCO)cc1,-1.9,-2.4,-1.0,-2.9,-12.3,-2.9,8.0,1.0,2.7,1.3
COc1ccc(C2(CNC(=O)c3ccc(C)cc3)CCOCC2)cc1,-0.8,1.3,-3.5,8.9,-2.8,-6.3,-2.8,-1.8,1.9,-1.2
Cc1cccc(C)c1OCC(=O)NNC(=O)CCCn1c(=O)oc2ccccc21,1.2,-1.5,2.6,3.2,-2.0,2.1,2.2,-0.7,1.9,3.4
O=C(NCc1ccco1)c1cnn2c(C(F)(F)F)cc(-c3cccs3)nc12,-3.2,2.6,3.3,-1.6,-12.8,-2.8,0.0,0.4,-7.5,23.3*
C=CCC[C@H](Cc1ccc(F)cc1)C(=O)OC[C@@H]1CCCN1C(=O)[C@@H](CC=C)CC(=O)NCCO,9.0,2.0,6.8,6.8,6.5,-18.0,-1.8,-0.2,-1.7,-1.4
CCNC(=S)NN=C1CCC(C(C)(C)C)CC1 (centres undefined),3.2,0.5,11.6,-0.1,10.3,0.8,-3.6,1.0,2.6,-0.2
O=C(O)/C=C/c1ccc([N+](=O)[O-])o1,12.3,12.2,4.0,2.8,5.7,5.6,1.1,3.2,-1.3,13.0
COc1ccccc1NC(=O)c1cc(C(=O)Nc2ccccc2OC)cc(N2C(=O)CCC2=O)c1,1.7,1.1,0.6,-5.3,-13.3,-2.9,8.8,-1.7,3.7,-0.2
COc1ccc2c(c1)C[C@]1(C)c3ccccc3C(=O)N(Cc3ccccc3)[C@H]21,1.0,-0.1,-18.7,-3.9,-42.6,-4.7,-6.0,-1.7,4.7,-0.3
O=c1cc(-c2ccccc2)nc2nc(CCc3ccccc3)[nH]n12,2.4,-0.1,-8.6,-2.4,-3.5,-2.5,5.0,-0.2,2.4,1.4
CCOC(=O)[C@]12CCC=C1N(Cc1ccc(Cl)cc1Cl)C(=O)[C@H](CC(=O)N1CCN(C(=O)c3ccco3)CC1)C2,-1.9,0.9,0.3,-5.0,nt,-1.1,3.0,-1.0,7.4,-3.3
COc1ccc(CCNC(=S)Nc2ccc(S(=O)(=O)Nc3ncccn3)cc2)cc1OC,-0.9,-0.5,1.2,-0.5,-1.0,10.2,-5.9,-0.2,-0.8,-1.5
CCCn1c(N)c(C(=O)CSc2n[nH]c(-c3ccc(C)cc3)n2)c(=O)[nH]c1=O,-3.5,-1.5,0.7,-24.3,-7.5,7.2,2.8,1.2,-0.1,-1.7
O=C(NNc1cccc(Cl)n1)c1ccc(Cl)nc1,0.0,0.5,-1.2,-2.2,4.3,2.3,-1.5,-1.2,-3.0,0.3
Cn1cccc1C1CCCN1CC(=O)Nc1ccc(C(N)=O)cc1 (centres undefined),1.0,-1.9,-1.6,7.2,-6.5,-5.0,1.2,-2.3,0.8,3.8
O=C(OCc1ccccc1C(F)(F)F)c1cc([N+](=O)[O-])ccc1N1CCOCC1,3.1,2.1,-17.8,1.2,-18.2,-5.8,3.3,-8.1,-1.6,4.0
O=C(CSc1n[nH]c(=O)[nH]c1=O)NC1CCCCC1,1.2,-4.2,4.7,1.5,5.8,16.0,-2.1,1.1,-4.3,-0.6
O=C(NC1CCCCC1)n1c(=O)oc2cc(S(=O)(=O)N3CCCCC3)ccc21,6.3,1.2,-8.6,-7.1,2.8,-13.6,-1.4,3.3,-6.7,4.5
C/C(=N\OC(=O)c1ccc(F)cc1)c1sc(-c2ccccc2)nc1C,0.4,1.8,-0.2,-1.8,8.3,-6.4,0.4,-0.3,1.2,-2.5
Cc1noc(C)c1COc1ccc(C(=O)NCc2cccs2)cc1,-1.4,2.2,-3.7,6.1,1.1,2.4,-1.0,0.2,-2.3,-2.5
COc1ccc(CC(=O)NC(C)(C)CC(C)=O)cc1OC,0.9,0.7,8.2,-4.6,-5.5,-3.2,-3.7,-2.0,2.4,1.3
O=C(N/N=C\c1cccc(Br)c1)c1ccccc1-n1cccc1,2.0,-6.3,-14.0,-4.1,-15.9,-3.2,-0.4,1.4,-4.6,2.6
Cc1cc([N+](=O)[O-])nn1CC(=O)Nc1ccc(F)cc1,1.2,3.9,2.5,1.8,7.8,6.7,-5.3,-0.3,1.6,1.0
NS(=O)(=O)c1cc(C2(O)NC(=O)c3ccccc32)ccc1Cl (centres undefined),-0.7,-4.1,-1.1,-5.3,2.8,-0.5,0.2,-0.7,-2.3,0.6
COc1ccc(-n2nnnc2SCC(=O)Nc2ccccc2)cc1,-1.9,1.0,-1.3,9.2,-7.4,-1.4,0.2,0.8,2.4,-2.9
Cc1cc(C2=NNC(=Nc3ccc(S(=O)(=O)N4CCOCC4)cc3)SC2)c(C)n1C,-3.2,0.3,0.3,-2.8,-0.1,-1.8,-4.8,-0.2,1.4,14.1
COC(CNC(=O)CN1C(=O)COc2ccc(S(=O)(=O)N3CCOCC3)cc21)OC,-0.1,-2.6,5.4,2.4,6.1,-5.2,0.2,-1.6,3.7,-1.9
COc1ccc(-n2nnnc2SCC(=O)N2CCN(C(=O)c3ccco3)CC2)cc1OC,1.0,2.9,6.1,-0.9,0.7,-0.3,-2.5,0.6,-2.5,0.4
CCCC(NS(=O)(=O)c1ccc(C)cc1)C(=O)O (centres undefined),-1.6,-4.2,1.8,4.3,0.3,5.9,7.6,1.0,-0.7,2.2
C#CCN1C(=O)[C@]2(OC[C@@H]3Cc4ccccc4[C@@H]3C=C2C)c2ccccc21,0.1,3.5,-6.4,-0.1,nt,6.3,1.1,1.4,-1.3,-4.6
Cc1nc(Nc2ncc3c(n2)CC(C)(C)CC3=O)nc2ccccc12,1.0,4.2,-2.0,-3.3,2.3,-1.6,3.3,-1.7,2.0,-2.4
CN(C)c1ccc(CNC2C3CC4CC(C3)CC2C4)cc1 (centres undefined),-2.2,-3.0,4.1,-3.0,6.7,-0.4,-2.3,-2.2,6.3,0.3
O=C(CSc1nc2ccccc2o1)Nc1nc(-c2ccccc2)c(-c2ccccc2)s1,-1.5,4.3,-2.6,-13.8,-0.2,-3.8,5.4,-1.3,-8.3,0.3
CCOC(=O)CNc1c(-c2ccccc2)nc2ccc(Cl)cn12,2.3,-2.4,4.0,9.1,-6.5,6.4,-7.3,-2.2,-0.3,1.6
COc1ccc(C(=O)NC2CCCc3c2cnn3-c2ccccc2F)o1 (centres undefined),-2.2,3.6,-4.2,-7.2,-2.0,-0.3,0.5,-1.4,8.3,1.0
O=C(NCc1ccc2c(c1)OCO2)Oc1ccccc1,-1.1,3.7,-0.3,-1.3,-3.6,8.0,1.3,-0.1,-3.9,-5.4
CCOc1ccc(CN(C(=O)c2ccccn2)c2ccc(OC)c(Cl)c2)cc1,-0.6,2.8,-1.8,-9.9,-3.2,8.4,3.2,-0.5,1.8,3.8
CN1CCN(c2ccc(NC(=O)c3cccs3)cc2)CC1,1.9,-2.4,7.7,7.1,8.1,-3.8,-2.3,-4.1,0.2,-2.4
O=C(NCCc1ccccc1)OCc1cn(-c2ccc(Cl)cc2)nn1,0.9,1.5,1.0,-6.0,nt,3.3,-2.8,nt,nt,-1.9
Cc1ccc(CNC(=O)C2CCC(=O)N(CCc3ccccn3)C2)s1 (centres undefined),-1.2,-1.8,7.9,5.2,2.3,11.4,-0.4,-2.3,8.0,-1.4
CN(C=C1C(=O)CC(C)(C)CC1=O)CCN1CCNCC1,-1.3,-3.9,1.8,-4.1,-6.0,-7.4,-3.1,-0.6,-2.6,3.4
COc1ccc2c(c1)c(/C=N/Nc1nc3ccccc3[nH]1)c(C)n2C,0.0,-8.2,33.0*,31.5*,29.3,-17.6,3.0,-5.5,-5.8,5.7
CCCN(CCC(=O)Nc1cc(OC)cc(OC)c1)CC1CC1,-0.7,1.4,2.4,3.4,6.0,9.5,-5.6,0.2,-10.3,4.6
O=C(O)CCc1ccc(-c2ccccc2)n1NC(=O)c1cccs1,0.3,-2.1,1.3,10.2,-0.9,13.4,2.9,-2.1,0.3,1.7
O=c1ccc2cc(S(=O)(=O)N3CCN(c4ccccc4F)CC3)ccc2[nH]1,0.7,1.4,2.6,-1.7,-7.2,0.9,5.6,0.4,1.5,1.5
Cc1ccc(S(=O)(=O)CCc2nc3ccccc3[nH]2)cc1C,0.1,-0.8,-1.0,-4.5,2.4,0.8,-1.8,0.2,0.6,-1.6
Cc1ccc(-n2c(COc3ccccc3)nnc2SCC(=O)Nc2ccc3c(c2)OCO3)cc1,-0.8,1.1,-7.5,-2.5,nt,-1.5,-4.6,nt,nt,-0.7
O=C(CNCC1CCCO1)N1CCN(S(=O)(=O)c2ccc3ccccc3c2)CC1 (centres undefined),-0.7,0.5,12.9,-4.8,3.7,-1.3,3.0,0.9,-8.5,-0.7
CCN(Cc1ccc(OC)c(COC)c1)CC1CCCN(CCc2cccc(OC)c2)C1 (centres undefined),2.5,-2.7,10.6,0.6,-2.3,-9.0,-2.8,-1.9,-8.7,2.6
COc1ccc(OC)c(NC(=O)Cn2c(-c3ccc(Cl)cc3)noc2=O)c1,-1.6,4.8,-2.3,16.0,0.7,-10.9,-3.7,-2.0,7.7,1.0
FC(F)(F)c1ccccc1Cc1c(-c2ccc(Cl)cc2)nc2c3ccccc3ccn12,18.7,-0.3,-10.0,-11.5,nt,6.0,-12.9,-1.2,-6.2,-3.8

Assay outcomes (PubChem BioAssay)
